AID2073: inhibitors of Mint1-CaV2.2 protein interaction, biochemical, HTRF (AID 2073). Voltage-dependent N-type calcium channel subunit alpha-1B (Homo sapiens). HTRF protein-protein interaction, Mint1-CaV2.2; higher % means a stronger effect. inhibition, % at 20 µM, or IC50 in µM where a hit was titrated. hit rate 0.19% among 290,000; in the data active = inhibition mostly above about 51%, no sharp cut-off; also: some results filed as inactive read as strong as hits
SIAH1 antagonists: Siah-1 peptide-binding antagonists, primary screen, biochemical, fluorescence polarization, rhodamine-plectin, uHTS (AID 1817); Siah-1 / rhodamine-plectin peptide fluorescence polarization; higher % means a stronger effect; displacement, % at 20 µM, or IC50 in µM where a hit was titrated; hit rate 0.02% among 290,000;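 active = displacement of at least 50% at 20 µM, with a fluorescence ratio check between 0.3 and a set limit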;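 also: plate controls were Siah plus tracer with DMSO for no effect and tracer alone without Siah for full effect; strong numbers were not always called active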
LYP phosphatase: inhibitors of LYP phosphatase, biochemical, fluorescence intensity, uHTS (AID 1779) | Tyrosine-protein phosphatase non-receptor type 22 (Homo sapiens) | recombinant LYP phosphatase, fluorescence intensity; higher % means a stronger effect | inhibition, % at 11.5 µM; hits with a dose series show IC50 in µM | hit rate 0.054% among 290,000; in the data active = inhibition above about 50%;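 also: plate controls were vehicle with enzyme for no effect and no enzyme for full effect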
* = called active by the depositor.

SMILES	AID2073	SIAH1 antagonists	LYP phosphatase
O=C(N/N=C/c1cc([N+](=O)[O-])ccc1O)c1ccc(COc2ccc3c(c2)CCC3)o1	16%	-1%	-5%
COC(=O)CC1C(=O)NCCN1C(=O)c1c(F)cccc1F (configuration not stated)	7%	14%	-6%
Cc1cccc(C)c1NS(=O)(=O)c1ccc(-c2cnc(C3CC3)o2)cc1	8%	-7%	-3%
COc1ccc(OC)c(NC(=O)NCCCCc2ccccc2)c1	11%	-3%	-2%
Cc1noc(C(=O)Nc2cccnc2Cl)c1Cl	-4%	-3%	-3%
COc1ccc(C(=O)O)cc1S(=O)(=O)Nc1ccccc1Cc1ccccc1	0%	1%	-12%
COC(=O)c1ccc(CS(=O)(=O)c2ccc(F)cc2)o1	-2%	-3%	-6%
O=C(Nc1ccccc1)OCCOc1ccc(Br)cc1	2%	5%	-8%
COc1cc(/C=N/NC(=O)C2CC(=O)N(c3ccc(C)cc3)C2)cc(OC)c1OC (configuration not stated)	10%	4%	2%
CCc1nnc(NC(=O)CSc2nncc(=O)n2N)s1	-3%	2%	-6%
COc1ccc(CCNC(=O)CCc2ccc(OC)cc2)cc1	1%	-1%	-7%
O=C(c1cc([N+](=O)[O-])ccc1Cl)N1CCc2ccccc21	5%	-8%	-16%
CSc1cccc(CN2CCC(Oc3cccc(C(=O)N4CCCC4)c3)CC2)c1	-3%	1%	-1%
COc1ccc(/C=C2\SC(=O)N(CC(=O)N(C)C3CCS(=O)(=O)C3)C2=O)cc1 (configuration not stated)	-3%	-2%	-7%
CC(=O)c1ccc(NC(=O)c2sc3nc(C)c(C)c(C)c3c2N)cc1	20%	4%	-8%
Cc1nc(CNS(=O)(=O)c2ccc(Br)cc2)cs1	18%	9%	-10%
O=C1C(Cl)=C(N2CCCC2)C(=O)N1c1ccc(F)cc1	8%	5%	-4%
O=C(C1CCCN(C2CC(=O)N(c3ccc(Cl)cc3)C2=O)C1)N1CCCC1 (configuration not stated)	4%	1%	-7%
COc1ccc([C@@H]2[C@@H]3C(=O)N(C(C)(C)C)C(=O)[C@@H]3[C@]3(CC(C)C)C(=O)N(c4cccc(Br)c4)C(=O)N23)cc1	14%	-2%	-4%
CN(C)S(=O)(=O)c1ccc(N2CCCC2)c(C(=O)NNC(=O)COc2ccc(Cl)cc2)c1	8%	6%	-8%
CN(C)c1cccc(C(=O)N2CCCC(CCC(=O)N3CCN(c4ccccn4)CC3)C2)c1 (configuration not stated)	4%	5%	-8%
C#CCn1cccc(C(=O)Nc2ccc(OC)cc2)c1=O	-8%	5%	-9%
O=C(CSc1nc2c([nH]c3ccccc32)c(=O)n1-c1ccccc1F)NCC1CCCO1 (configuration not stated)	8%	-3%	-6%
CCN1CCc2c(sc(NC(=O)c3ccc(S(=O)(=O)N(C)CC4CCCO4)cc3)c2C(N)=O)C1 (configuration not stated)	3%	-4%	-7%
Cc1noc(C)c1S(=O)(=O)N1CCCC1C(=O)O (configuration not stated)	3%	13%	-9%
Cn1nccc1C(=O)NC1CCCc2c1cnn2-c1ccc(F)cc1F (configuration not stated)	5%	7%	-7%
COc1ccc(OC)c(Nc2nc(-c3ccncc3)nc3ccccc23)c1	24%	2%	-1%
Cc1nn(C)c(C)c1CCC(=O)N1CCCC(Nc2ccc(C(C)C)cc2)C1 (configuration not stated)	5%	3%	0%
O=C(Nc1nc2ccccc2[nH]1)c1cc(F)cc(F)c1	6%	-6%	-10%
CS(=O)(=O)N1CCCC(C(=O)Nc2ccc(F)cc2)C1 (configuration not stated)	2%	-5%	-10%
CCOc1ccc(S(=O)(=O)N2CCCC(C(=O)NC3CCCC3)C2)cc1 (configuration not stated)	-8%	10%	-6%
CCOc1ccc(CNC(=O)CCCC(=O)n2nc(C)c3ccccc32)cc1	3%	7%	0%
NC(=O)COC(=O)C1CSC2(c3ccc(F)cc3)CCC(=O)N12 (configuration not stated)	2%	-1%	-5%
Cc1ccc(C(=O)C(C)OC(=O)Cn2c(C)csc2=O)cc1 (configuration not stated)	9%	9%	-5%
CC1C=CCC2C(=O)N(c3cccc(C(=O)NCCc4ccccc4)c3)C(=O)C12 (configuration not stated)	13%	4%	-7%
COC(=O)c1cc(NS(=O)(=O)c2ccc3c(c2)c(=O)n(C)c(=O)n3C)cc(C(=O)OC)c1	17%	-4%	-12%
COc1cccc(OC)c1OCC(O)CN1CCN(c2ccccc2F)CC1 (configuration not stated)	8%	-1%	1%
Cn1cnnc1SCC(=O)NC1CCCCCC1	8%	6%	-6%
CC(C)c1ccc(/C=C2\SC(=S)N(CCC(=O)N3CCCCC3CCO)C2=O)cc1 (configuration not stated)	21%	3%	1%
COC(CNC(=O)c1cc(S(=O)(=O)N2CCc3ccccc32)ccc1F)OC	11%	8%	-3%
COCCCNC(=O)c1ccc(OC)c(OC2CCN(C(C)C)CC2)c1	8%	3%	-7%
CCOC(=O)C(Cc1ccccc1)C(=O)NCc1cccnc1 (configuration not stated)	-4%	6%	1%
NC(=O)CCc1nc2cc(C(F)(F)F)ccc2n(Cc2ccccc2)c1=O	12%	1%	-7%
COCc1ccc(C(=O)NCC2(N3CCCCC3)CCCCC2)cc1	2%	5%	-4%
COC(=O)C(Cc1ccccc1)NC(=O)CCNC(=O)c1ccco1 (configuration not stated)	3%	0%	-5%

Pulled by structure from the entries so far:
SMILES	AID2073	SIAH1 antagonists	LYP phosphatase
CCOC(=O)C(Cc1ccccc1)C(=O)NCc1cccnc1 (configuration not stated)	-4%	6%	1%
COC(=O)c1cc(NS(=O)(=O)c2ccc3c(c2)c(=O)n(C)c(=O)n3C)cc(C(=O)OC)c1	17%	-4%	-12%
CCOc1ccc(S(=O)(=O)N2CCCC(C(=O)NC3CCCC3)C2)cc1 (configuration not stated)	-8%	10%	-6%
COC(=O)C(Cc1ccccc1)NC(=O)CCNC(=O)c1ccco1 (configuration not stated)	3%	0%	-5%
COC(CNC(=O)c1cc(S(=O)(=O)N2CCc3ccccc32)ccc1F)OC	11%	8%	-3%
Cc1ccc(C(=O)C(C)OC(=O)Cn2c(C)csc2=O)cc1 (configuration not stated)	9%	9%	-5%
NC(=O)COC(=O)C1CSC2(c3ccc(F)cc3)CCC(=O)N12 (configuration not stated)	2%	-1%	-5%

Following part
SMILES	AID2073	SIAH1 antagonists	LYP phosphatase
Cc1ccc(NC(=O)CSc2nc3nc(C)c(Br)cc3[nH]2)cc1F	12%	8%	-8%
CC1CN(CC(=O)NC(C)c2ccccc2)CC(C)O1 (configuration not stated)	-2%	-4%	-9%
CCc1ccc(NS(=O)(=O)c2ccc3c(c2)oc(=O)n3C)cc1	0%	2%	-4%
Cc1ccc2nc(Nc3ccc(Cl)cc3)c3nncn3c2c1	44%	-4%	-2%
O=[N+]([O-])c1cccc(-c2ccc(CN3CCN(c4ccccc4)CC3)o2)c1	5%	0%	-6%
CC(=O)c1ccc([N+](=O)[O-])c(CS(=O)(=O)c2ccccc2)c1	-14%	0%	-4%
Cc1c(C(=O)OCC(=O)N2C(C)CCCC2C)oc2ccccc12 (configuration not stated)	5%	1%	-10%
CC(=O)Nc1ccc(S(=O)(=O)N(Cc2ccccc2)c2ccccn2)cc1	11%	1%	-6%
CCC1(c2ccccc2)NC(=O)N(CC(=O)N(C)Cc2ccccc2)C1=O (configuration not stated)	-5%	1%	-2%
O=C(NCc1ccc(F)cc1)C1CC(=O)N(C2CCCCC2)C1 (configuration not stated)	-7%	1%	-13%
CCc1cc2c(-c3ccccc3)cc(=O)oc2cc1OC(C)C(C)=O (configuration not stated)	-8%	8%	-6%
Nc1ccc(C(=O)N/N=C/c2c[nH]c3ccccc23)cc1	6%	5%	-1%
CC(=O)CCCC(NS(=O)(=O)CCC(Cl)(Cl)Cl)c1ccccc1 (configuration not stated)	10%	0%	-14%
O=C(OCC1OC(n2ncc(=O)[nH]c2=O)C(OC(=O)c2ccccc2)C1OC(=O)c1ccccc1)c1ccccc1 (configuration not stated)	7%	1%	-10%
OCC1(CCOc2ccccc2)CCN(Cc2ccccc2OC(F)F)CC1	-5%	10%	-8%
COc1cc(CNS(=O)(=O)c2ccc3c(c2)CC(C)N3C(=O)C2CCC2)cc(OC)c1OC (configuration not stated)	-6%	-7%	-16%
Cc1[nH]c2ccc(C(=O)NCCN3CCCCCC3)cc2c1C	7%	-5%	-3%
Cc1cccc(C(=O)NCc2nnc(SCC(=O)NC3CCCC3)n2C)c1	2%	3%	-5%
COc1ccccc1/C=C\C(=O)NCC(=O)N/N=C(/C)c1cccc([N+](=O)[O-])c1	-5%	1%	-6%
CN(C)S(=O)(=O)Nc1cccc(NC(=O)CC23CC4CC(CC(C4)C2)C3)c1	7%	-3%	-2%
Cc1cc(C)c[n+](C(C)C(=O)c2ccc(Cl)cc2)c1 (configuration not stated)	-10%	-1%	-8%
Cc1cc(NS(=O)(=O)c2ccc(NC(=O)C(C)Oc3ccc(C(C)C)cc3)cc2)no1 (configuration not stated)	7%	-3%	-7%
Cc1cccc(CN2C(=O)CSc3ccc(C(=O)NC4CC4)cc32)c1	-12%	7%	-4%
COc1ccccc1CCCNC(=O)C1CCC(=O)N(Cc2ccccc2F)C1 (configuration not stated)	0%	1%	-3%
CS(=O)(=O)/C(C#N)=C/c1cccn1S(=O)(=O)c1ccccc1	10%	-4%	-4%
O=C(OCN1C(=O)c2ccccc2C1=O)c1cccc(S(=O)(=O)N2CCOCC2)c1	8%	4%	-3%
Cc1nn(C(=O)c2cc([N+](=O)[O-])ccc2Cl)c(C)c1Br	-12%	2%	-5%
Cc1ccc(C(=O)NCCCNC(=O)c2ccco2)cn1	5%	7%	-12%
O=C1c2ccccc2C(=O)N1S(=O)(=O)c1ccccc1	3%	12%	-10%
O=C(O)C1Nc2ccc(Br)cc2C2C=CCC12 (configuration not stated)	31%	47%	-8%

Five of the entries above in order of the AID2073 value, rising.
SMILES	AID2073	SIAH1 antagonists	LYP phosphatase
Cc1cccc(CN2C(=O)CSc3ccc(C(=O)NC4CC4)cc32)c1	-12%	7%	-4%
O=C1c2ccccc2C(=O)N1S(=O)(=O)c1ccccc1	3%	12%	-10%
CN(C)S(=O)(=O)Nc1cccc(NC(=O)CC23CC4CC(CC(C4)C2)C3)c1	7%	-3%	-2%
CS(=O)(=O)/C(C#N)=C/c1cccn1S(=O)(=O)c1ccccc1	10%	-4%	-4%
O=C(O)C1Nc2ccc(Br)cc2C2C=CCC12 (configuration not stated)	31%	47%	-8%

(further entries)
SMILES	AID2073	SIAH1 antagonists	LYP phosphatase
N#Cc1ccsc1NC(=O)CN1C(=O)NC2(CCCCC2)C1=O	5%	-4%	-4%
O=C(CN1C(=O)NC2(CCCC2)C1=O)Nc1ccc(Cl)cc1C(F)(F)F	-1%	1%	-7%
O=Cc1ccc(OCCN2CCCC2=O)cc1	15%	-4%	-6%
Cc1[nH]c(C)c(S(=O)(=O)Nc2ccc(OC(F)(F)F)cc2)c1C(=O)N1CCCCC1	-11%	6%	-5%
Cc1cccn2c(=O)c3cc(C(=O)NCc4ccc(F)cc4)c(=N)n(CC4CCCO4)c3nc12 (configuration not stated)	18%	3%	-33%
COc1cc(C2/C(=C(\O)c3ccc4c(c3)OCCO4)C(=O)C(=O)N2CCN2CCOCC2)cc(OC)c1OC (configuration not stated)	7%	1%	-8%
O=C(NCCNC(=O)c1ccco1)c1ccc(Cl)c(Cl)c1	1%	-4%	-6%
CCOc1cccc(C(=O)Nc2cc(C)ccc2NC(=O)c2ccco2)c1	-1%	2%	-11%
CCCCCC(=O)Nc1cc(S(=O)(=O)N2CCCCC2)ccc1N1CCOCC1	-2%	0%	-2%
COc1cc2[nH]c(=O)n(Cc3ccc(C(=O)N4CCC(N5CCCCC5)CC4)cc3)c(=O)c2cc1OC	11%	-4%	-7%
CC(C)CC(=O)Nc1nnc(S(=O)(=O)N2c3ccccc3CC2C)s1 (configuration not stated)	6%	7%	-8%
COc1cc2c(cc1OC)-c1cc(Nc3ccc(F)cc3)nc(=O)n1CC2	18%	-1%	-3%
O=C(OCC(=O)N1CCCC1=O)c1ccc(F)c(S(=O)(=O)N2CCOCC2)c1	-1%	-1%	-8%
Cc1nnc(N2C(=O)c3cccc4c([N+](=O)[O-])ccc(c34)C2=O)s1	-18%	0%	-8%
Cc1ccc(-n2ccc(=O)c(C(=O)Nc3ccc(S(=O)(=O)Nc4nccc(C)n4)cc3)n2)cc1	24%	24%	-2%

Compound activity from PubChem BioAssay.

The list is partial; the hit share may differ from the screen's.
